Avidin bead fluor: avidin bead compound fluorescence profile; Avidin beads, compound fluorescence 488/530 nm, flow cytometry; active compounds read high; fluorescence (KMESF) at 10 µM; 220,000 compounds, 0.38% hits; AID 1775; in the data active = fluorescence above about 47; also: inactives centre near 10
Rab7 wt GTP bind: alters GTP binding to wildtype dog Rab7; GST-Rab7 beads, fluorescent GTP binding, flow cytometry; actives lie on both sides; untreated = 100%, excess cold GTP = 0%; GTP binding activity (percent of control), % at 10 µM; 190,000 compounds, 0.055% hits;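 active = fluorescent GTP binding to Rab7 beads changed by at least 20 points from the 100% baseline, either direction, mostly lower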;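 also: median green fluorescence of bound Bodipy-FL-GTP per Rab7 bead population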
HRas wt GTP bind: modulators of GTP binding to human HRas wildtype; GST-Ras wt beads, Bodipy-FL-GTP binding, flow cytometry; actives lie on both sides; P01112; AID 759; 190,000 compounds, 0.14% hits; GTP binding activity, % at 10 µM;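 active = GTP binding activity at least 20% away from the 100% baseline, either lowered as inhibitor or raised as activator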;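 also: 0% = unlabeled GTP competition control and 100% = no-compound control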
Target sequence (P01112 whole entry, looked up): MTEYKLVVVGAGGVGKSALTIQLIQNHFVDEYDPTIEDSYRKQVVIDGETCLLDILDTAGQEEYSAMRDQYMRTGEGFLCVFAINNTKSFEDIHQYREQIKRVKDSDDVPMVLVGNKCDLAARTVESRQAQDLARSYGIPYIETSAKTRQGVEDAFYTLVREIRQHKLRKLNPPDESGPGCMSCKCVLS
Mcl1 Noxa PPI: disrupts binding of human Mcl-1 to Noxa peptide; inhibition, % at 21.7 µM; 220,000 compounds, 1.5% hits; Q07820; TR-FRET Mcl-1/Noxa peptide binding, 2 h;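 active = compounds that cut the protein-peptide binding signal by more than 50% relative to plate controls in a single-dose test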;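 also: His-tagged Mcl-1 with rhodamine Noxa BH3 peptide and terbium anti-His antibody; 0% = Mcl-1 plus Noxa peptide wells and 100% = peptide-only wells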
Target sequence (Q07820 whole entry, looked up): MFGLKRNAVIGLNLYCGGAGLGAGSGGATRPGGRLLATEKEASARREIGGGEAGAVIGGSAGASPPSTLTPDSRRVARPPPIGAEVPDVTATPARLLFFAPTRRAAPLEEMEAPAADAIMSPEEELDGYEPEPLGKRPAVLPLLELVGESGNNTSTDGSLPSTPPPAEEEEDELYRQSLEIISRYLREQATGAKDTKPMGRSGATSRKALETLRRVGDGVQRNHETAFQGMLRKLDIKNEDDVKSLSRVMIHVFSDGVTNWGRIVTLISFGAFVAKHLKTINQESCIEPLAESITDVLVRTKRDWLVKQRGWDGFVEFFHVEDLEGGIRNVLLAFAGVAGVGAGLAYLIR
ABCG2 block: human ABCG2 inhibition, ABCB1 as counter-screen. IgMXP3 cells, JC-1 efflux, flow cytometry. inhibition, % at 6.6 µM. 190,000 compounds, 0.1% hits. AID 1325;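 active = inhibition above 80%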;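 also: 0% = DMSO and 100% = nicardipine control wells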
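Times: 10 min at 25 °C | Test system: Two drug-resistant human cell lines, ABCG2 and ABCB1 | Quantity: 3 million cells/mL final, two lines in 1:1 ratio | Signal: Flow cytometry, 530 nm JC-1 signal | Dosing: Compound at 6.6 µM | Controls: Nicardipine and DMSO wells | Reagent: JC-1 as fluorescent efflux pump substrate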
ABCB1 block: human ABCB1 inhibition, ABCG2 as counter-screen. CCRF-Adr cells, JC-1 efflux, flow cytometry. P08183. inhibition, % at 6.6 µM. 190,000 compounds, 0.067% hits; in the data active = inhibition above about 40%;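 also: 0% = vehicle and 100% = reference inhibitor; higher value means more JC-1 retained so stronger ABCB1 efflux block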
Cdc42 wt GTP: human Cdc42 wildtype GTP binding change, either direction | P60953 | GST-Cdc42 beads, Bodipy-GTP binding, flow cytometry; actives lie on both sides | percent activity (GTP binding), % at 10 µM | 190,000 compounds, 0.2% hits | AID 761;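 active = percent activity GTP binding at least 20 points away from the 100% baseline, either down as inhibitor or up as activator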;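 also: median bead fluorescence of bound Bodipy-FL-GTP at 100 nM; 0% = excess unlabeled GTP control and 100% = no compound control; below 100% means less GTP binding so inhibitor and above means activator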
Target sequence (P60953 whole entry, looked up): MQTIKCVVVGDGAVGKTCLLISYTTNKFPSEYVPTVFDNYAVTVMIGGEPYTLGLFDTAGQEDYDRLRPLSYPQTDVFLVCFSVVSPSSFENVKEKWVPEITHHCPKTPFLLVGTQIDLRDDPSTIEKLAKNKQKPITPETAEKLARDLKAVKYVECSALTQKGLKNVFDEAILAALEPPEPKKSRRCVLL
Rab2A wt mod: changes GTP binding to wildtype dog Rab2A, up or down | GST-Rab2 wt beads, Bodipy-GTP binding, flow cytometry | GTP binding activity, % at 10 µM | 190,000 compounds, 0.19% hits;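 active = GTP binding activity at least 20 points away from 100%, either lowered or raised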;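 also: 0% = beads with excess unlabeled GTP and 100% = no-compound control corrected for plate trend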
Rac1 mut GTP: alters GTP binding to activated mutant human Rac1; GST-Rac1 activated beads, fluorescent GTP binding, flow cytometry; actives lie on both sides; 100% means binding = to untreated wells; percent activity (GTP binding), % at 10 µM; 190,000 compounds, 0.11% hits; AID 764; P63000;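 active = GTP binding at least 20 percentage points away from the 100% baseline, in either direction, so actives lie on both sides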
Rac1 wt modul: alters GTP binding to wildtype human Rac1 | P63000 | GST-Rac1 beads, fluorescent GTP binding, flow cytometry; actives lie on both sides; 0 = cold GTP competed, 100 = untreated | GTP binding activity (% of control), % at 10 µM | 190,000 compounds, 0.27% hits;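 active = GTP binding activity at least 20 points away from the 100% control level, either lower or higher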
Pf gamet viab: P. falciparum stage V gametocyte viability inhibition. inhibition, % at 10.9 µM. AID 743093. 150,000 compounds, 0.065% hits. P. falciparum stage V gametocytes, ATP luminescence, 24 h;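 active = inhibition above the mean plus 3 SD of compounds within the control limits, set per campaign, cut at about 38% in these data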;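 also: 0% = DMSO wells and 100% = medium only without gametocytes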
The depositor's hits bear a star; · = not tested or not shown.

cpd	SMILES	Avidin bead fluor	Rab7 wt GTP bind	HRas wt GTP bind	Mcl1 Noxa PPI	ABCG2 block	ABCB1 block
1	Cc1nc(SCC(=O)Nc2ccc(F)cc2)c(C#N)c(C)c1CC(=O)c1ccc(Br)cc1	8	94	97	-10	0	0.0
2	CCn1c(C)nc2cc(C(=O)NNC(=O)CCC3CCCC3)ccc21	13	95	98	-7	1	0.2
3	CCOC(=O)C1CCCN(C(=O)CC(C)c2ccccc2)C1 (centres undefined)	24	95	98	2	0	0.1
4	O=C(NCCc1cccs1)c1ccc(Cl)c(Cl)c1	11	102	96	-6	6	0.2
5	Cn1c(C(C#N)C(=O)Cc2cccc3ccccc23)nc2ccccc21 (centres undefined)	10	101	99	22	0	0.2
6	FC(F)(F)c1cccc(N2CCN(C(=S)NCC3CCCO3)CC2)c1 (centres undefined)	10	100	102	1	1	0.1
7	CCN(CC)S(=O)(=O)c1ccc2c3c(cccc13)C(=O)N2	7	98	99	21	-1	-1.1
8	Cc1ccc(S(=O)(=O)N2CCCC2)cc1[N+](=O)[O-]	14	101	100	3	3	0.6
9	Cc1cc(=O)[nH]c(SCC(=O)N(CCC#N)c2ccccc2)c1C#N	9	106	95	17	3	0.0
10	COc1ccc(S(=O)(=O)NC(CC(=O)NCc2ccco2)C(C)C)cc1 (centres undefined)	12	98	99	-2	1	0.3

cpd	Cdc42 wt GTP	Rab2A wt mod	Rac1 mut GTP	Rac1 wt modul	Pf gamet viab
1	100	94	100	101	·
2	102	99	100	102	·
3	99	98	97	103	-1
4	94	96	96	100	2
5	100	98	96	104	·
6	100	102	95	100	·
7	103	100	100	105	·
8	100	98	99	101	2
9	91	94	93	94	-1
10	97	96	92	97	7

The list goes on, overlapping the part above by two compounds.
cpd	SMILES	Avidin bead fluor	Rab7 wt GTP bind	HRas wt GTP bind	Mcl1 Noxa PPI	ABCG2 block	ABCB1 block
9	Cc1cc(=O)[nH]c(SCC(=O)N(CCC#N)c2ccccc2)c1C#N	9	106	95	17	3	0.0
10	COc1ccc(S(=O)(=O)NC(CC(=O)NCc2ccco2)C(C)C)cc1 (centres undefined)	12	98	99	-2	1	0.3
11	O=C(C1CCC(=O)N1C1CCCCC1)N1CCN(c2ccc(F)cc2)CC1 (centres undefined)	7	101	101	7	1	0.2
12	Cc1ccc(N(CC(=O)O)S(C)(=O)=O)cc1Cl	9	94	97	-2	2	0.4
13	N#CN(CC(N)=O)c1nc(N2CCCCC2)nc(N2CCCCC2)n1	36	101	106	4	3	0.6
14	CCOc1[nH]n(-c2ccccc2)c(=O)c1C=Nc1ccc(C)cc1	9	96	102	5	2	0.7
15	Fc1ccc(-n2c(-c3cccs3)nc3nc4ccccc4nc32)cc1	7	102	101	6	-7	-0.9
16	O=C(Cc1coc(-c2ccc(F)cc2)n1)Nc1ccccc1	34	101	99	-3	0	0.0
17	CCOC(=O)c1sc(NC(=O)CCN2C(=O)c3cccc([N+](=O)[O-])c3C2=O)c(C(=O)OCC)c1C	10	97	96	12	3	0.9
18	CCOC(=O)c1sc(NC(=O)CSc2ccccn2)c(C#N)c1C	14	94	97	12	4	0.4
19	c1ccc(-c2nnc(SCc3nc4ccccc4[nH]3)n2Cc2ccco2)nc1	9	102	104	-18	2	0.7
20	COc1ccc(S(=O)(=O)NCc2ccc(C)cc2)cc1	7	103	100	8	1	0.1

cpd	Cdc42 wt GTP	Rab2A wt mod	Rac1 mut GTP	Rac1 wt modul	Pf gamet viab
9	91	94	93	94	-1
10	97	96	92	97	7
11	102	99	98	103	-17
12	98	95	96	97	·
13	106	104	102	106	17
14	96	100	97	101	16
15	104	102	100	103	6
16	98	99	99	105	·
17	96	96	94	94	·
18	97	97	96	96	·
19	104	104	98	100	·
20	105	99	95	101	4

Other records:
cpd	SMILES	Avidin bead fluor	Rab7 wt GTP bind	HRas wt GTP bind	Mcl1 Noxa PPI	ABCG2 block	ABCB1 block
21	O=C(Cc1ccc(Cl)cc1)Nc1ccc(N2CCN(C(=O)c3ccco3)CC2)c(Cl)c1	12	97	91	13	6	1.2
22	COc1ccc(NC(=O)CCC(=O)c2ccc(-c3ccccc3)cc2)cc1	17	103	107	-8	1	0.4
23	COC(=O)c1ccc(NC(=O)C(=O)c2cccn2C)cc1	11	98	101	21	6	0.5
24	Cc1ccc(S(=O)(=O)N2CCCC(C(=O)NNCC(=O)Nc3cc(F)ccc3F)C2)cc1 (centres undefined)	9	108	98	8	9	0.7
25	O=C(NCCc1ccccc1)/C(=C/c1ccco1)c1ccccc1	2	95	98	9	-2	-1.0
26	COc1ccc(CCN(Cc2cccs2)S(=O)(=O)c2ccc(S(=O)(=O)N3CCC(C)CC3)cc2)cc1OC	14	103	103	11	4	1.0
27	COc1cc(OC)c2c(c1)C(=O)OC2	17	101	100	7	2	0.6
28	COC(=O)c1ccc(Cl)c(NC(=O)c2cccc([N+](=O)[O-])c2C)c1	9	112	97	5	1	0.1
29	O=C(NCCc1ccccc1)C(=O)NCC1OCCN1S(=O)(=O)c1ccc([N+](=O)[O-])cc1 (centres undefined)	7	96	95	-12	1	-0.2
30	CC(C)(C)C1CCc2c(sc(NC(=O)c3ccco3)c2C(N)=O)C1 (centres undefined)	24	102	97	-2	0	-0.9

cpd	Cdc42 wt GTP	Rab2A wt mod	Rac1 mut GTP	Rac1 wt modul	Pf gamet viab
21	91	87	86	92	·
22	111	104	107	114	·
23	100	103	97	99	15
24	95	98	99	96	·
25	100	96	98	106	13
26	100	100	101	106	6
27	103	98	99	104	·
28	94	101	93	103	20
29	91	97	92	91	7
30	96	99	99	101	-1

(more compounds)
cpd	SMILES	Avidin bead fluor	Rab7 wt GTP bind	HRas wt GTP bind	Mcl1 Noxa PPI	ABCG2 block	ABCB1 block
31	COc1cc(C(=O)Nc2ccc(C(=O)O)cc2)ccc1OC(C)=O	12	104	98	21	4	2.2
32	CC(OC(=O)Cc1coc2cc3c(cc12)CCC3)C(=O)NCc1ccc2c(c1)OCO2 (centres undefined)	23	95	98	11	37	0.8
33	CCCOc1cccc(C(=O)NC(=S)Nc2cccc(NC(=O)c3ccccc3Cl)c2)c1	7	100	102	8	-4	-0.8
34	CCC(C)NC(=O)c1ccccc1SC (centres undefined)	9	91	95	-9	-3	0.6
35	CC(=O)NC(NC(C)=O)c1ccc(Br)cc1	8	93	96	-11	-1	-0.2
36	CC1=CC(C2CC(=O)N(c3ccc(C)cc3)C2=O)CC2C(=O)N(c3ccc(C)cc3)C(=O)C12 (centres undefined)	10	103	99	6	2	1.0
37	CCn1c(SCC(=O)Nc2cccc(OC)c2)nnc1-c1ccc(Cl)cc1	19	95	97	5	3	0.6
38	Cc1ccc(NC(=O)CN(C)C(=O)CCC(=O)c2cccs2)cc1	19	99	98	35	10	0.2
39	O=[N+]([O-])c1cc(S(=O)(=O)C(F)(F)F)ccc1Sc1nc2ccccc2[nH]1	7	104	103	-16	-1	0.1
40	Cc1oc(-c2ccccc2)cc1C(=O)Nc1cccc2ccccc12	14	102	103	9	23	-0.5

cpd	Cdc42 wt GTP	Rab2A wt mod	Rac1 mut GTP	Rac1 wt modul	Pf gamet viab
31	97	99	97	99	12
32	102	98	97	99	-7
33	104	103	104	105	-5
34	97	95	95	95	10
35	97	96	98	105	·
36	98	97	93	103	4
37	98	95	97	99	7
38	105	97	98	103	-21
39	102	101	99	106	-6
40	103	101	99	108	·

Going on with the list:
cpd	SMILES	Avidin bead fluor	Rab7 wt GTP bind	HRas wt GTP bind	Mcl1 Noxa PPI	ABCG2 block	ABCB1 block
41	COC(CNC(=O)C1CCCCC1C(=O)O)OC (centres undefined)	5	102	102	4	0	0.1
42	Cc1cc(C(=O)COc2cccnc2[N+](=O)[O-])c(C)n1Cc1ccco1	10	105	99	5	4	0.5
43	O=C(COc1ccc(S(=O)(=O)NCc2ccccc2)cc1)NCC1CCCO1 (centres undefined)	5	90	93	-8	4	1.4
44	Cc1ccc(NCc2nnc3n2CCCCC3)cc1	14	98	99	-1	0	0.2
45	Cc1ccccc1OCC(=O)NNC(=O)CN1C(=O)c2ccccc2C1=O	7	102	100	-1	16	1.7
46	Clc1cccc(N2CCN(CCNc3nc4ccccc4n4cnnc34)CC2)c1	7	98	88	6	3	0.6
47	CCOC(=O)C1CCN(C(=O)CNS(=O)(=O)c2cccs2)CC1	9	103	102	-6	0	0.1
48	O=C(COC(=O)c1cnccn1)c1ccc2c(c1)CCCC2	10	104	104	7	2	0.2
49	O=C(CCCN1C(=O)c2ccccc2C1=O)Nc1cccnc1	7	100	99	-3	-1	-0.2
50	Nc1nc(-c2ccc(Br)cc2)cc(C(F)(F)F)n1	10	93	96	-1	2	0.2

cpd	Cdc42 wt GTP	Rab2A wt mod	Rac1 mut GTP	Rac1 wt modul	Pf gamet viab
41	103	98	104	106	9
42	100	99	99	101	11
43	92	91	93	92	13
44	99	99	99	101	-16
45	100	101	101	102	-5
46	89	85	91	92	·
47	103	103	99	102	·
48	105	103	102	103	-6
49	102	100	98	104	·
50	96	93	96	98	·

Single entries from the results shown:
Cc1ccc(NCc2nnc3n2CCCCC3)cc1 in ABCG2 block shows 0
COC(CNC(=O)C1CCCCC1C(=O)O)OC (centres undefined) in Avidin bead fluor shows 5
O=C(CCCN1C(=O)c2ccccc2C1=O)Nc1cccnc1 in Mcl1 Noxa PPI shows -3
Cc1ccccc1OCC(=O)NNC(=O)CN1C(=O)c2ccccc2C1=O in Rac1 wt modul shows 102
Cc1cc(C(=O)COc2cccnc2[N+](=O)[O-])c(C)n1Cc1ccco1 in Rac1 wt modul shows 101
Nc1nc(-c2ccc(Br)cc2)cc(C(F)(F)F)n1 in ABCG2 block shows 2

More structures follow:
cpd	SMILES	Avidin bead fluor	Rab7 wt GTP bind	HRas wt GTP bind	Mcl1 Noxa PPI	ABCG2 block	ABCB1 block
51	c1ccc(CN2CCN(c3ncnc4c3[nH]c3ccccc34)CC2)cc1	17	108	107	23	1	0.7
52	COc1ccc(-c2cc(C3CCN(c4ccc(C(C)=O)cc4[N+](=O)[O-])CC3)[nH]n2)cc1	14	98	100	17	10	1.1
53	Fc1ccc(-c2csc3[n+]2CCS3)cc1	5	105	103	-13	22	1.3
54	Cc1ccc(S(=O)(=O)CCC(=O)OCc2ccc(S(=O)(=O)C(C)C)cc2)cc1	9	98	94	5	1	0.1
55	Cc1nnc(C)n1/N=C/c1ccc(C(=O)O)cc1	36	102	100	-8	1	0.4
56	COc1cc(C(=O)CSc2nnc(-c3ccc(O)cc3)n2CC2CCCO2)ccc1NC(C)=O (centres undefined)	13	94	102	5	1	0.3

cpd	Cdc42 wt GTP	Rab2A wt mod	Rac1 mut GTP	Rac1 wt modul	Pf gamet viab
51	108	108	100	107	·
52	101	101	95	99	-41
53	105	102	99	117	·
54	97	98	96	97	·
55	102	100	98	105	·
56	103	98	101	104	·
